# APEX1 inh = inhibitors of human APE1 endonuclease. P27695. recombinant APE1, TAMRA/BHQ-2 abasic DNA cleavage fluorescence. Potency, µM (titrated, usually from 65.8 µM), inactives show at the highest dose activity change, negative = inhibition, hits mostly inhibitors. 350,000 compounds, 0.35% hits. AID 2517;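 note: plate controls were vehicle for no effect and reference inhibitor for full effect; nearly all actives have a fitted effect of over 55% in size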
#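 Endonuclease cleavage of a quenched abasic-site DNA duplex (50 nM) by APE1 (0.75 nM) was tracked by TAMRA dequenching. Compounds were preincubated with enzyme 15 min at room temperature; data normalized to buffer-only and DMSO wells plus NSC13755 control.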
# BLM inh = Bloom syndrome helicase (human) inhibition. Potency, µM (top dose mostly 56.1 µM), without a hit: at the top dose activity change, negative = inhibition, hits mostly inhibitors. recombinant BLM DNA unwinding, fluorescence dequenching. AID 2528. 350,000 compounds, 0.2% hits. P54132;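 note: plate controls were vehicle for no effect and no enzyme for full effect; nearly all actives have a fitted effect of over 35% in size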
# Target sequence (P54132 whole entry, looked up): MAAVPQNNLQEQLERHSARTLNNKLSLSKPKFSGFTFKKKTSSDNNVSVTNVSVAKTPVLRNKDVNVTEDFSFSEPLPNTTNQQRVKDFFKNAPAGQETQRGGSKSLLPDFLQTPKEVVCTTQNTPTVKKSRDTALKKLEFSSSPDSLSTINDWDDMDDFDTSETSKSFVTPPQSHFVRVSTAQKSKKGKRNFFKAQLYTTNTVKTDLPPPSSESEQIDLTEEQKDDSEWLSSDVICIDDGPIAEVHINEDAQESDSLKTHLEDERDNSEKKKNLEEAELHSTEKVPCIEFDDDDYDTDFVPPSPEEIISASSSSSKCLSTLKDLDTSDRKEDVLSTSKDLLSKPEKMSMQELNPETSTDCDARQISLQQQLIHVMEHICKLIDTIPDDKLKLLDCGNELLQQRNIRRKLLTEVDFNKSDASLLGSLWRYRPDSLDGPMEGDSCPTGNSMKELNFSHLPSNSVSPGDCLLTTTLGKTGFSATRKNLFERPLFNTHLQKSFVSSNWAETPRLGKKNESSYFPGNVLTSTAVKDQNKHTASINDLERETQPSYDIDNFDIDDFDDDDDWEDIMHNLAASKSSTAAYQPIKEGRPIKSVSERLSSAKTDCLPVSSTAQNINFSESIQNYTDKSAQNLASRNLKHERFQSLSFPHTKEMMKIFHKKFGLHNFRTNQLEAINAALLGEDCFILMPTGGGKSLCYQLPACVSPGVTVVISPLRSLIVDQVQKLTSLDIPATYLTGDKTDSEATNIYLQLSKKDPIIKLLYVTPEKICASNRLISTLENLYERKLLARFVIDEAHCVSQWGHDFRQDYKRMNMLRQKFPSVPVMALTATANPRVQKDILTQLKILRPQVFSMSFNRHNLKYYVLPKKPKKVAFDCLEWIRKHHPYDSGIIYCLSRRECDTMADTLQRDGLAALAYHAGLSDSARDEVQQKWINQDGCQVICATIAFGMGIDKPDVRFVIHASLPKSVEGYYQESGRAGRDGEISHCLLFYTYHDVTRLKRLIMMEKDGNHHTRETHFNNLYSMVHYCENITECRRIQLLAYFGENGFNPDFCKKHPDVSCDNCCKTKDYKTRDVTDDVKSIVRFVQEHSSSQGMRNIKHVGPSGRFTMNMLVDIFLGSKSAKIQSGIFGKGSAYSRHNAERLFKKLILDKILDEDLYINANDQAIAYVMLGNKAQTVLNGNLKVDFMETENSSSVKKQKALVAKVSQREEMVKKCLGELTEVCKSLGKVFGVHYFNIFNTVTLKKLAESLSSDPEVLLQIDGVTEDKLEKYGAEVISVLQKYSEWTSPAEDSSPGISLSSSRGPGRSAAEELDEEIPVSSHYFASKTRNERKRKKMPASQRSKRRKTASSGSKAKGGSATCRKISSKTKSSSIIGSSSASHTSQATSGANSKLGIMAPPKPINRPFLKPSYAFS
# JMJD2A Tudor = blocks the human JMJD2A Tudor domain; O75164; AlphaScreen JMJD2A-Tudor / H3K4me3 peptide binding; Potency, µM (highest dose often 114 µM), for inactives: at the highest dose activity change, negative = inhibition, hits mostly inhibitors; 390,000 compounds, 4.4% hits; note: % is set by controls: 0 for no effect and ±100 for the full control effect; nearly all actives have a fitted effect of over 50% in size
# POLI inh = DNA polymerase iota (human) inhibition; Q9UNA4; Pol iota fluorescent replication assay, 10 min; Potency, µM (titrated, usually from 115 µM), for inactives: at the top dose activity, negative = inhibition, usual class: inhibitors; 390,000 compounds, 1% hits; AID 588590
#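 Pol iota at 10 nM preincubated 15 min with compounds at room temperature; reaction started with fluorescent substrate, 50 nM final. Fluorescence read kinetically at 0 and 10 min; buffer-only wells as negative control.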
# POLH inh = DNA polymerase eta (human) inhibition. recombinant Pol eta, fluorescent DNA replication assay. Potency, µM (doses to about 114 µM), inactives show at the highest dose activity change, negative = inhibition, actives largely listed as inhibitors. 390,000 compounds, 1.2% hits; note: % is set by controls: 0 for no effect and ±100 for the full control effect
#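 Pol eta at 10 nM preincubated with compounds 15 min at room temperature; reaction started with fluorescent substrate (50 nM final) and read kinetically at 0 and 10 min.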
# POLB inh = inhibitors of human DNA polymerase beta. Pol beta primer extension/strand displacement, fluorescence kinetic. Potency, µM (titrated, usually from 114 µM), inactives show at the highest dose activity change, negative = inhibition, usual class: inhibitors. 340,000 compounds, 1.3% hits; note: % is set by controls: 0 for no effect and ±100 for the full control effect
#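 Homogeneous kinetic assay of primer extension and strand displacement by 10 nM Pol beta, preincubated 15 min at room temperature with compound before 50 nM substrate (final) was added. Read at 0 and 10 min; four-parameter Hill fit.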
# Pol kappa inh = inhibitors of human DNA polymerase kappa | Potency, µM (doses to about 107 µM), for the others: at the highest dose activity, negative = inhibition, usual class: inhibitors | Q9UBT6 | purified Pol kappa, fluorescent DNA synthesis assay, 10 min | 400,000 compounds, 0.53% hits; note: % is set by controls: 0 for no effect and ±100 for the full control effect
#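 50 nM final substrate added after 15 min RT preincubation of 10 nM Pol kappa with compound; fluorescence read at 0 and 10 min.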
# G9a block = inhibitors of human histone lysine methyltransferase G9a | G9a H3K9 monomethylation, AlphaScreen, 2 h | Potency, µM (series often up to 102 µM), inactives show at the top dose activity, negative = inhibition, usual class: inhibitors | 350,000 compounds, 8.8% hits; note: % is set by controls: 0 for no effect and ±100 for the full control effect; nearly all actives have a fitted effect of over 75% in size
#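 Signal arises when biotinylated H3K9 peptide, once monomethylated, bridges streptavidin donor and antibody-captured acceptor beads. Enzyme at 20 nM was preincubated 15 min with test compounds; peptide 500 nM and SAM 20 uM then reacted for 2 h.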
# BAZ2B inh = inhibitors of human BAZ2B bromodomain. Q9UIF8. Potency, µM (titrated, usually from 114 µM), for inactives: top-dose activity change, negative = inhibition, usual class: inhibitors. AlphaScreen BAZ2B-H3K14Ac peptide displacement. 360,000 compounds, 4.4% hits; note: % is set by controls: 0 for no effect and ±100 for the full control effect; nearly all actives have a fitted effect of over 60% in size
#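 AlphaScreen displacement of biotin-H3(5-23)K14Ac peptide (50 nM final) from BAZ2B (50 nM final) in PBS pH 7.4, 0.01% Tween-20; complex preformed 30 min RT, then compounds (top 110 uM) 30 min RT, beads 20 min dark.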
# * hit, by the source's call; ? = inconclusive; nt = not tested or not shown; & = joins results of further samples; [ ] = dose if it differs, or a comment. Calls come from the whole dose curve; as a rule, active = well fitted curve in the direction sought with a large enough effect; inconclusive = small, poorly fitted or top-dose-only effect, or another doubt; inactive = no such curve, though single readings can be large; an effect the other way counts as inactive or inconclusive. Potency is the fitted concentration of half-maximal effect. This is a subset; the hit share may differ from the screen's.
No.	Molecule	JMJD2A Tudor	BLM inh	Pol kappa inh	POLB inh	POLI inh	POLH inh	BAZ2B inh	G9a block	APEX1 inh
1	N=c1n(Cc2ccccc2)c2ccccc2n1CC(O)c1ccccc1 (stereo not given)	-25%	-9%	-21%	20%	12%	-14%	3%	4%	1%
2	Cc1cnc(NC(=O)CSc2nnc(C)n2N)s1	6%	0%	0%	1%	-1%	-11%	10%	-5%[59 µM]	3%
3	CCN(c1ccccc1)S(=O)(=O)c1cc(C(=O)Nc2cccc(Cl)c2)ccc1F	-13%	-13%	-21%	-2%	11%	?	-2%	31%[59 µM]	7%
4	Cc1cc(C)n(C(=O)c2nn(C)c(C)c2[N+](=O)[O-])n1	-5%	-1%	-11%	-23%	13%	-11%	3%	-43%[59 µM]	-1%
5	CC(NC(=S)Nc1ccc(S(N)(=O)=O)cc1)c1ccc2c(c1)OCO2 (stereo not given)	-19%	-5%	-12%	-3%	4%	-12%	-9%	-11%[59 µM]	?
6	Nc1nonc1C(=O)NCCNC(=O)c1ccc(Cl)c(Cl)c1	-2%	0%	6%	5%	?	-14%	7%	10%	4%
7	CC(C)c1ccc(S(=O)(=O)N2CCN(C(=O)n3ccnc3)CC2)cc1	-11%	nt	-9%	nt	-12%	-8%	10%	6%[12.7 µM]	6%
8	CC1(C)c2ccccc2N2CC(=O)N(CC(N)=O)C21C (stereo not given)	-5%	-13%	45µM*	45µM*	?	?	?	?	?
9	C=CCCC(=O)N1CCCC(C(=O)c2cccc(OC)c2)C1 (stereo not given)	-12%	0%	-20%	-2%	1%	-2%	0%	30%	56%
10	O=C(NN1CCOCC1)c1ccccc1NS(=O)(=O)c1ccc(F)cc1F	-3%	nt	-3%	nt	82%[activator]	4%	nt	nt	0%
11	O=C(Cn1ccc2ccccc2c1=O)NCCC(=O)N1CCN(C2CCCCC2)CC1	-5%	3%	1%	-8%	14%	-12%	-1%	-30%[12.7 µM]	7%
12	COC(=O)CCC(=O)OC1(C)C(=O)C=C2C=C(C3CC3)N(Cc3ccco3)C=C2C1=O (stereo not given)	-21%	-6%[12.4 µM]	-3%	-20%	50%[activator]	-2%	-25%	2%[59 µM]	-2%[12.4 µM]
13	COC(=O)c1nnn(CC(=O)Nc2c(C)cccc2C)c1N	-11%	0%	1%	-6%	0%	-13%	2%	4%[59 µM]	nt
14	O=[N+]([O-])c1c(NCCCO)cc(SCc2ccco2)c2nonc12	-28%	-19%	-5%	50µM*	4%	13%	?	8.9µM*	2%
15	CC1CCCN(c2sc(S(C)(=O)=O)nc2S(=O)(=O)c2ccc(Cl)cc2)C1 (stereo not given)	-11%	-4%	-5%	3%	-5%	3%	-7%	nt	-6%
16	COc1ccc(OCc2nnc(SCC(=O)N(C)Cc3ccccc3)n2N)cc1	?	0%	-13%	0%	71%[activator]	10%	nt	7.1µM*	?
17	CC(=O)c1cccc(NC(=O)CCc2nnc3ccc(N4CCOCC4)nn23)c1	-3%	0%	4%	2%	-6%	-10%	-15%[57.1 µM]	1%	59%
18	COc1ccc(C(=O)NCc2nnc(SCC(=O)N3CCCCC3)o2)cc1OC	3%	1%	3%	-11%	0%	4%	-17%	79µM*	-6%
19	COc1ccc(S(=O)(=O)NCC2CCC(C(=O)O)CC2)cc1 (stereo not given)	-11%	-4%	-16%	6%	?	-12%	-1%	20%	17%
20	COc1cc(/C=C/c2nc3ccccc3c(=O)[nH]2)cc(OC)c1OC	8%	-5%	8%[60.1 µM]	7%	?	-15%	2%	-10%[2.33 µM]	23%
21	O=C(NC1CCN(C(=O)Nc2ccccc2Cl)CC1)c1cccc(F)c1	0%	-2%	2%	35%	0%	-7%	-2%	8%[59 µM]	43%
22	O=S(=O)(c1ccc(OCC(O)CN2CCN(c3ccccc3O)CC2)cc1)N1CCOCC1 (stereo not given)	-25%	-1%	-7%	16%	-6%	11%	-4%	18%[59 µM]	6%
23	COc1ccc(CCC(=O)N2CCN(S(=O)(=O)c3ccc(OC(F)(F)F)cc3)CC2)cc1	-5%	nt	-6%	nt	26%	-23%	-8%	20%[2.33 µM]	-4%
24	COc1ccc(CCN2C(=NC(=O)CC(C)C)SC3CS(=O)(=O)CC32)cc1 (stereo not given)	-8%	-2%	10%	10%	33%[activator]	-7%	-3%	1%[59 µM]	0%

# Whole records as entered above. Order of screens: JMJD2A Tudor | BLM inh | Pol kappa inh | POLB inh | POLI inh | POLH inh | BAZ2B inh | G9a block | APEX1 inh
# COc1ccc(CCN2C(=NC(=O)CC(C)C)SC3CS(=O)(=O)CC32)cc1 (stereo not given) is listed with -8% | -2% | 10% | 10% | 33%[activator] | -7% | -3% | 1%[59 µM] | 0%
# COc1cc(/C=C/c2nc3ccccc3c(=O)[nH]2)cc(OC)c1OC is listed with 8% | -5% | 8%[60.1 µM] | 7% | ? | -15% | 2% | -10%[2.33 µM] | 23%
# COc1ccc(C(=O)NCc2nnc(SCC(=O)N3CCCCC3)o2)cc1OC is listed with 3% | 1% | 3% | -11% | 0% | 4% | -17% | 79µM* | -6%

# Later entries:
No.	Molecule	JMJD2A Tudor	BLM inh	Pol kappa inh	POLB inh	POLI inh	POLH inh	BAZ2B inh	G9a block	APEX1 inh
25	Cc1ccc(OCC(=O)Nc2ccc3nn(-c4ccc(C)cc4)nc3c2)cc1	-1%	-11%	6%	2%	36%[activator]	-5%	-13%	13%[59 µM]	nt
26	CCN=c1scc(-c2ccc(F)cc2)n1/N=C/c1ccccn1	?	-3%	-20%	4%	88%[activator]	-7%	nt	16µM*	-7%
27	O=C(O)C1CCCN1C(=O)C1CCN(S(=O)(=O)c2cccc(C(F)(F)F)c2)CC1 (stereo not given)	-9%	nt	-4%	nt	40%[activator]	-14%	11%	-3%	6%
28	CCNCCNC(=O)c1c(O)c2ccccc2n(CC)c1=O	-25%	29%	12%	-13%	7%	-9%	-6%	11µM*	2%
29	O=C(Nc1ccc(NC(=O)c2ccncc2)cc1)c1ccncc1	nt	-3%	nt	2%	nt	nt	2%	19%	29%
30	C(=C\c1ccccc1)/CSc1nnc(-c2cccnc2)n1Cc1ccco1	-13%	-4%	-6%	5%	23%	?	2%	50µM*	15%
31	O=C(CSc1ccccc1)Nc1ccc(N2CCOCC2)cc1	-6%	-3%	-13%	19%	-21%	-6%	1%	?	-2%
32	COc1ccc(CC(=O)N2CCOCC2)cc1OC	1%	1%	-1%	4%	5%	-14%	11%	-3%[59 µM]	9%
33	O=C(Nc1ccc(F)cc1)c1ccc2[nH]c(=O)c(=O)[nH]c2c1	-1%	1%	-7%	4%	19%	-10%	-12%	4%	-11%
34	CCN(CC)C(=O)Cn1cc(S(=O)(=O)CC(=O)Nc2ccc(OC)c(OC)c2)c2ccccc21	-1%	-1%	-12%	3%	34%[activator]	-11%	-16%	-12%	34%[activator]
35	C=CCn1c(N)cc(=O)nc1SCC(=O)Nc1cccc2ccccc12	11%	1%	-10%	22%	24%	-6%	-6%	-4%[59 µM]	-4%
36	CN1CCN(C(=O)C2=C[C@@H](C3CC3)C[C@@H](OCc3ccc(CO)cc3)O2)CC1	-19%	2%	-3%	32%	-22%	-9%	-2%	24%[59 µM]	4%
37	COC(=O)[C@@H]1C[C@@]2(O)[C@H](O)[C@H](O)[C@H](O)C[C@H]2N1CC(c1ccccc1)c1ccccc1	-15%	-4%&0%	-9%	23%	1%	-1%	-2%	9%[12.7 µM]	-4%&4%
38	OC(c1cccs1)(c1cccs1)C1C[N+]2(CF)CCC1CC2 (stereo not given)	-15%	1%	-3%	-9%	2%	15%	6%	1%[59 µM]	3%
39	CCOc1ccc(C(=O)Nc2ccc(Cl)cn2)cc1Cl	-6%	-5%	-7%	14%	1%	-9%	-4%	16%[0.0925 µM]	19%
40	CCCCNC(=O)c1ccc2c(c1)N(CC)C(=O)c1ccccc1S2(=O)=O	2%	1%	-2%	-24%	1%	-4%	9%	?	-7%
41	CC1(C)CC(=O)C(Br)=C(O)C1	?	-2%	2%	18%	37%[activator]	-23%	-34%	?	12%
42	COc1ccc(C(=O)COC(=O)C2CCN(c3ccc(C(F)(F)F)cn3)CC2)c(OC)c1	-1%	nt	-11%	nt	-19%	-20%	-3%	-33%	-14%
43	CC(=O)c1ccc(N2CCN(S(=O)(=O)c3ccc4c(c3)CC(=O)N4C)CC2)cc1	3%	-10%	-16%	-15%	11%	-15%	-31%	0%	40%
44	CCC(=O)Nc1cccc(NC(=O)CSc2nnc(-c3ccc(NS(C)(=O)=O)cc3)n2C)c1	-3%	0%	-3%	-1%	3%	-16%	-21%	-1%[59 µM]	-5%
45	CCOC(=O)C(=NC(C)CC)NNc1cccc(C(F)(F)F)c1 (stereo not given)	-31%	-12%	-7%	-4%	0%	?	?	?	-3%
46	CCOC(=O)C1CCN(c2c(NCCN3CCN(c4ccccc4)CC3)c(=O)c2=O)CC1	-10%	-1%	1%	?	27%	-26%	3%	-1%	0%
47	O=C(COC(=O)/C=C/c1ccccc1Cl)NCCc1ccc(Cl)cc1Cl	23%	-2%	-6%	-2%	139%[activator]	-23%	4%	-13%	2%
48	CCCCC(O)(CCCC)C(=O)NNc1ccccc1	6%[57.1 µM]	-2%	-13%	31%	11%	-22%	-6%	-5%	3%
49	O=C1Nc2ccccc2/C1=C/c1cccnc1	-28%	-2%	-12%[60.1 µM]	31%	?	18%	-15%	-47%	11%
50	CN(CCNC(=O)C1CCN(c2ncnc3c2nc2n3CCCCC2)CC1)Cc1ccccc1	-21%	2%	-10%	-2%	-17%	-11%	-10%	8%[59 µM]	22%
51	Cc1nn(-c2ccc(N3CCCC3)nn2)c(C)c1CCC(=O)NCc1ccccc1	-10%	-1%	27%	4%	32%[activator]	-7%	-21%	4%[59 µM]	nt
52	Cc1ccccc1N1CCN(C2CCCN(C(=O)c3cn4cccc(C)c4n3)C2)CC1 (stereo not given)	-30%	-1%	-3%	14%	42%[activator]	-21%	?	1%[12.7 µM]	49%
53	Cn1cnnc1SCC(=O)Nc1ccc(Cl)cc1	4%	-2%	4%	25%	27%	-15%	-4%	26%	8%
54	Cc1cc(C)n(-c2nc3ccccc3nc2Nc2cc(Cl)ccc2C)n1	13%	0%	-9%	4%	?	-25%	25%	54%[activator][59 µM]	nt
55	Oc1ccccc1-c1cc(-c2ccccc2)no1	16%	-3%	1%	7%	17%	-11%	5%	-9%[12.7 µM]	11%
56	CCOC(=O)C1=C(C)NC(C)=C(C(=O)OCC)C1C(=O)OCC(N)=O	-13%	1%	-12%	2%	224%[activator]	-12%	2%	15%	8%

# Screening data deposited in PubChem BioAssay by National Center for Advancing Translational Sciences (NCATS).
